Assay outcomes from PubChem.
Shiga inhibitor = blocks Shiga toxin action in Vero cells | AID 2315 | Vero cells, Shiga toxin protein synthesis inhibition reporter | hit rate 9.2% among 290,000 | inhibition, % at 38.7 µM; in the data active means inhibition mostly above about 28%, no sharp cut-off; inactive means mostly below about 43%; further: 0% is about no effect
Cycloheximide cs = counter-screen hit for Shiga toxin inhibitors, cycloheximide; cell reporter, cycloheximide protein synthesis inhibition counterscreen; max response, %; hit rate 12% among 300,000; in the data active means max response mostly above about 13%, no sharp cut-off; inactive means mostly below about 14%; further: read at 38.3 µM for the half of the compounds with a filed dose; 0% is about no effect
Pf growth 96h = inhibits malaria parasite growth, 96 h; P. falciparum luciferase reporter growth, 96 h; Potency, µM (series often up to 28.7 µM), for inactives: at the top dose activity change, negative = inhibition, usual class: inhibitors; hit rate 6.9% among 320,000; AID 504834; further: potency means the concentration at half of the fitted maximal effect; on the % scale 0 is the no-effect control and ±100 the full control effect
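Compounds incubated with erythrocytes infected by luciferase-expressing P. falciparum (2% hematocrit, 0.05% parasitemia final) for 96 hours, 37 C in 5% CO2. Growth inhibition scored as decreased luciferase luminescence.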
LmPK inh = LmPK (Leishmania mexicana) enzyme inhibition; Q27686; purified LmPK, Kinase-Glo ATP luminescence, 1 h; Potency, µM (highest dose often 57.5 µM), for inactives: at the highest dose activity change, negative = inhibition, most hits filed as inhibitors; hit rate 0.37% among 290,000; AID 1721; further: potency means the concentration at half of the fitted maximal effect; on the % scale 0 is the no-effect control and ±100 the full control effect
Target sequence (Q27686 whole entry, looked up): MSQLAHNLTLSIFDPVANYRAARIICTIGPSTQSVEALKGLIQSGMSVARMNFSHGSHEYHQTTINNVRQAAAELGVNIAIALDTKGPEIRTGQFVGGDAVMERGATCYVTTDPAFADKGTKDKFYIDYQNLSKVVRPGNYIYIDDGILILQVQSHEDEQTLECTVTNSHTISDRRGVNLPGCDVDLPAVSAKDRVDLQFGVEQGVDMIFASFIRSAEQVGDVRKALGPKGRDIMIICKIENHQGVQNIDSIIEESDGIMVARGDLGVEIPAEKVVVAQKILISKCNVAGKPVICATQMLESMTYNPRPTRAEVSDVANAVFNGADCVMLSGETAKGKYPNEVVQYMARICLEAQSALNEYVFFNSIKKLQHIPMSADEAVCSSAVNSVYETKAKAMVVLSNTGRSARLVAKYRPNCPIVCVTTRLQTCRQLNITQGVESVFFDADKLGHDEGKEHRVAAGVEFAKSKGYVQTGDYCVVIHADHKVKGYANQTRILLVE
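Purified LmPK (0.1 nM) with 0.5 mM PEP and 0.1 mM ADP in imidazole buffer pH 7.2 with MgCl2/KCl, 1 h at room temperature. ATP formed was read by luciferase luminescence and normalized to no-enzyme and uninhibited controls.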
Pf growth 48h = inhibits P. falciparum growth in the first generation, 48 h | hit rate 5.9% among 310,000 | Potency, µM (series often up to 28.7 µM), for the others: top-dose activity change, negative = inhibition, most hits filed as inhibitors | P. falciparum luciferase growth in erythrocytes, 48 h; further: potency means the concentration at half of the fitted maximal effect; on the % scale 0 is the no-effect control and ±100 the full control effect
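Parasite viability was followed by luminescence of a genomically integrated firefly luciferase. Cultures held 0.1% parasitemia at 2% hematocrit (final), incubated under 5% CO2 at 37 C.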
Tb PYK inh = inhibitors of Trypanosoma brucei pyruvate kinase; Q57TT1; TbPYK enzyme, Kinase-Glo Plus ATP luminescence, 45 min; Potency, µM (highest dose often 76.8 µM), for inactives: at the top dose activity, negative = inhibition, most hits filed as inhibitors; hit rate 0.12% among 410,000; AID 624173; further: potency means the concentration at half of the fitted maximal effect; on the % scale 0 is the no-effect control and ±100 the full control effect; nearly all actives have a fitted effect of over 50% in size
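In this concentration-response screen, enzyme-free wells defined baseline while DMSO plates tracked drift. Each reaction combined TbPYK, substrate, compound and 130 uM ADP for 45 min at room temperature. Kinase-Glo Plus luminescence gave the signal.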
HCV inhibitor = HCV inhibition; Potency, µM (doses to about 41.8 µM), for the others: at the highest dose activity change, negative = inhibition, usual class: inhibitors; Huh7.5.1 HCVcc-Cre infection, luciferase reporter, 44 h; hit rate 3.4% among 340,000; further: potency means the concentration at half of the fitted maximal effect; on the % scale 0 is the no-effect control and ±100 the full control effect
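Whole-lifecycle infectious HCVcc-Cre system; cells 1,000/well, compound then virus (~0.5 moi) added 4 h after plating, 44 h culture. Luciferase read 15 sec following 15 min substrate incubation, room temp.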
* marks the source's active call; other numbers are inactive results; ? = inconclusive; nt = not tested or not shown; [ ] = remark or other dose. Unless noted, the call rests on the fitted dose curve; in most records, active means well fitted curve in the direction sought with a large enough effect; inconclusive means small, poorly fitted or top-dose-only effect, or another doubt; inactive means no such curve, though single readings can be large; an effect the other way counts as inactive or inconclusive. The order is random; any-hit rate near 24%.

Start of the data: the first 4 records (preview)
canonical_smiles	Shiga inhibitor	Cycloheximide cs	Pf growth 96h	LmPK inh	Pf growth 48h	Tb PYK inh	HCV inhibitor
COc1cc(OC)cc(C(=O)NC(=S)N2CCCCC2c2cccnc2)c1 (configuration not stated)	6	-2	?	-4%	0%	-13%	11%
Clc1ccc(-c2cc(C3CCNCC3)[nH]n2)c(Cl)c1	1	9	?	-1%	?	-2%	?
O=C(Cc1ccccc1)NNC1CC(=O)N(c2ccccc2)C1=O (configuration not stated)	-9	-2	33%[activator]	1%	8%	1%	0%
Cc1ccc(NC(=O)CNc2cccc(S(=O)(=O)N3CCCCC3)c2)cc1F	nt	nt	?	nt	?	0%	?

The list itself (from the top)
canonical_smiles	Shiga inhibitor	Cycloheximide cs	Pf growth 96h	LmPK inh	Pf growth 48h	Tb PYK inh	HCV inhibitor
COc1cc(OC)cc(C(=O)NC(=S)N2CCCCC2c2cccnc2)c1 (configuration not stated)	6	-2	?	-4%	0%	-13%	11%
Clc1ccc(-c2cc(C3CCNCC3)[nH]n2)c(Cl)c1	1	9	?	-1%	?	-2%	?
O=C(Cc1ccccc1)NNC1CC(=O)N(c2ccccc2)C1=O (configuration not stated)	-9	-2	33%[activator]	1%	8%	1%	0%
Cc1ccc(NC(=O)CNc2cccc(S(=O)(=O)N3CCCCC3)c2)cc1F	nt	nt	?	nt	?	0%	?
Cc1oc2c(c1C(=O)NCCO)CCCC2	-13	-6	0.013µM*	0%	nt	4%	11%
C=CCN1C(=O)CSc2ccc(C(=O)NC(C)c3ccccc3)cc21 (configuration not stated)	-6	-4	9.3µM*	5%	-2%	2%	-20%
CCN1CCN(CCCNC(=O)CN2C(=O)c3cccnc3Oc3ccc(Cl)cc32)CC1	-8	-6	?	1%	2%	0%	20%
C/C(=N\NC(=O)CCc1c(C)n[nH]c1C)c1ccc([N+](=O)[O-])cc1	8	-1	?	-3%	-23%	1%	21%
COC(=O)c1ccc(NC(=O)C(C)N2C(=O)c3ccccc3C2=O)cc1 (configuration not stated)	-12	-2	195%[activator]	1%	12%	1%	11%
COc1cccc(OCc2cc(/C=N/n3cncn3)ccc2OC)c1	36	-3	-16%	-1%	-8%	-1%	?
COc1cc(NS(C)(=O)=O)cc(OC)c1OC	-1	0	74%[activator]	0%	6%	-3%	8%
Cc1cccc2cc(CN(CC3CCCO3)S(=O)(=O)c3ccccc3)c(=O)[nH]c12 (configuration not stated)	-1	-1	-1%	2%	-21%	-2%	?
CN1c2c(nc(N)[nH]c2=O)NCC1CNc1ccc(C(=O)NC(CCC(=O)O)C(=O)O)cc1 (configuration not stated)	nt	nt	19%	nt	9%	6%	nt
O=C(NCc1ccc(F)cc1)C1CCCN1C(=O)Nc1ccc(Cl)cc1 (configuration not stated)	-9	-4	-25%	2%	19%[0.00184 µM]	4%	-10%
Cc1cc(NC(=O)CSc2nnc(NCc3ccccc3)s2)no1	-4	-3	93%[activator]	11%	30%[activator]	5%	?
COc1cccc(NCc2nnc(SCC(=O)NC3CCS(=O)(=O)C3)n2C2CCCCC2)c1 (configuration not stated)	nt	nt	?	nt	?	0%	57%[activator]
O=C(NCC1CCCO1)C1CCCN(S(=O)(=O)c2ccc(F)cc2)C1 (configuration not stated)	-24	-2	?	0%	-3%	-2%	4%
C=CCN(c1ccccc1OC)S(=O)(=O)c1ccc(Cl)c(C(=O)Nc2ccc(N3CCOCC3)cc2)c1	12	11	4.1µM*	5%	5.9µM*	0%	?
CCC(C)[C@H](NC(=O)C1CC(=O)N(c2ccc(OC)cc2)C1)C(=O)N1CCCCC1 (some centres not stated)	29	-3	-8%	-3%	-8%	-5%	5%
C[C@H](N)Cc1ccccc1	nt	nt	-7%	nt	2%	1%	nt
O=C(Oc1ccc(=O)n(-c2ccccc2)n1)c1cccc(Cl)c1	21	0	42%[activator]	2%	32%[activator]	-1%	15%
CCc1ccc2c(c1)cc(C)c1nnc(SCC(=O)Nc3cc(OC)c(OC)cc3C(=O)O)n12	-12	-1	-12%	-8%	13%	-18%	1%
CCOc1cc(/C=C(/C#N)c2nc3ccccc3[nH]2)ccc1OCc1ccc(C(=O)O)o1	30	8	8%	7%	?	4%	10%
N#Cc1ccc(CSc2nnc(NC(=O)C3CCCO3)s2)cc1 (configuration not stated)	-8	-5	-22%	5%	2%	-12%	23%
Cc1cccc(NC(=O)CN2C(=O)S/C(=C\c3cc(C)n(C)c3C)C2=O)c1	3	-1	16%	-1%	?	0%	?
NS(=O)(=O)c1ccc(CCNC(=O)c2ccc3ccccc3n2)cc1	45*	34*	23%	0%	33%[activator]	0%	10%
CCOc1ccc2nc(-c3ccccc3)nc(SCC(=O)Nc3ncc(C)s3)c2c1	-8	2	?	10%	?	5%	2%
CCN(CC)C(=O)CN(C#N)c1nc(C)cc(C)n1	-8	-6	-28%	0%	8%	4%	3%
NC1=C([N+](=O)[O-])C(c2ccc3c(c2)OCO3)c2c(c3ccccc3oc2=O)O1 (configuration not stated)	10	4	40%[activator]	19%	20%	2%	10%
O=C(C[n+]1cccc(/C=N/O)c1)N(Cc1ccccc1)Cc1ccccc1	-10	1	?	0%	?	3%	19%
Cc1ccc(N2C(=O)NC(=O)/C(=C\c3ccoc3)C2=O)cc1	-15	-1	?	4%	5%	?	24%
CCOC(=O)c1ccc(NC(=O)c2nc[nH]c2C(=O)N2CCN(C(=O)OC(C)(C)C)CC2)cc1	-1	1	?	2%	13µM*	nt	nt
COc1cc2c(cc1OC)C(C)NCC2 (configuration not stated)	nt	nt	8%	nt	1%	-4%	12%
CCCCc1c(O)nc(N2CCN(Cc3ccccc3)CC2)[nH]c1=O	-4	-2	3%	-8%	-5%	1%	0%
CCN1C(=O)/C(=C\c2cn(CCC#N)nc2-c2ccc(F)cc2)SC1=S	-1	-2	0%	4%	?	-7%	?
CC(C)S(=O)(=O)c1cnc(-c2ccccn2)nc1N	23	-2	?	2%	?	-5%	12%
COc1ccc(OC)c(NC(=O)c2nnn(CC(=O)Nc3ccc4c(c3)OCO4)c2N)c1	-6	6	15%	0%	-9%	0%	-30%
CC(C(=O)Nc1ccc(Cl)cc1)N1C(=O)NC2(CCCC2)C1=O (configuration not stated)	4	-3	1%	5%	18%	0%	-8%
CCSc1nnc(Cc2cc(=O)[nH]c(=O)[nH]2)n1-c1cc(C)ccc1C	8	6	311%[activator]	1%	-7%	-1%	15%
Cc1ccc(C)c(OCC(=O)N/N=C\c2cccn2C)c1	39	17	-18%	0%	-22%	-9%	-23%
COc1ccc(-c2cccc(C(=O)Nc3cccc(C(=O)O)c3)c2)cc1	106*	103*	14%	-7%	231%[activator]	-4%	11%
Cc1cc(C)n(-c2nc(-c3ccccc3)cs2)n1	112*	35	nt	1%	143%[activator]	-15%	?
Cc1ccc(N(Cc2cc3ccccc3[nH]c2=O)C(=O)c2cccs2)cc1	-4	2	?	0%	?	1%	-19%
CN(C)/C=C(\C#N)S(=O)(=O)c1ccc(Cl)cc1	12	2	13%	2%	-1%	-3%	11%
C=CCOc1ccc(/C=C/C(=O)OCC(=O)NCCCc2ccccc2)cc1	nt	nt	26%	nt	-17%	-5%	1%
Cc1ccc(S(=O)(=O)Nc2ccc(N3CCN(C)CC3)nc2)cc1	-19	-3	20%	-2%	-17%	0%	6%
N#Cc1cc(Oc2cccnc2)c(Oc2cccnc2)cc1C#N	-5	-2	nt	-3%	-9%	4%	-19%
C=C(C)COc1ccc2c(C)c(CC(=O)N3C[C@H]4C[C@@H](C3)c3cccc(=O)n3C4)c(=O)oc2c1C	-5	-1	12µM*	5%	?	4%	44%[activator]
O=C(CN1C(=O)NC2(CCCCCC2)C1=O)NCCc1ccc(F)cc1	nt	nt	?	nt	14%	2%	7%
O=C(NCCCN1CCOCC1)c1c(O)c2ccccc2[nH]c1=O	-5	-1	0%	5%	8%	3%	0%
Cc1ccccc1C(=O)N1CCC(C(=O)OCc2nc(N)nc(Nc3ccccc3)n2)CC1	nt	nt	13µM*	nt	?	9%	12%
CS(=O)(=O)N1CCC(C(=O)Nc2ccccc2)CC1	-4	-2	nt	-8%	-1%	0%	3%
Cc1cc(Cl)cc2sc(NC(=O)C3CC3)nc12	15	11*	68%[activator]	2%	38%[activator]	-3%	-13%
COc1cc(/C=N/NC(=O)CCOc2ccccc2C)cc(Br)c1O	1	-2	?	3%	4%	3%	-27%
CC(C)NC(=O)c1cccc(C(F)(F)F)c1	-7	-3	49%	1%	?	5%	-5%
COc1ccc(S(=O)(=O)NCc2ccc3c(c2)OCO3)cc1OC	-18	2	1.2µM*	-3%	-3%	-4%	-1%
CCOc1ncccc1C(=O)OCC(=O)NCCc1ccc(OC)cc1	-1	-3	12%	4%	nt	-8%	-2%
Cc1ccc(C(C)(C)C)c(OCCCCN2CCCC2)c1	1	-1	110%[activator]	-3%	?	2%	?
COC(=O)c1cc(=O)n2c(-c3ccc(OC)cc3)csc2n1	-10	6	?	-5%	2%	-9%	4%
CC(=O)c1c(C)[nH]c(C(=O)N2CCN(c3ccccn3)CC2)c1C	-1	1	?	3%	21%	-4%	-19%

(further entries)
canonical_smiles	Shiga inhibitor	Cycloheximide cs	Pf growth 96h	LmPK inh	Pf growth 48h	Tb PYK inh	HCV inhibitor
Cc1ccc(OCC(=O)NCCNC(=O)c2ccc(C)nc2)cc1	-11	-7	-6%	-4%	-2%	3%	24%
O=C1c2ccccc2NC(c2ccc3c(c2)OCO3)N1O (configuration not stated)	13	11	0.37µM*	0%	-26%	-6%	-21%
O=C(Nc1nc2cc3c(cc2s1)OCO3)c1cccc(N2C(=O)CCC2=O)c1	50*	25*	66%[activator]	-1%	61%[activator]	8%	-27%
CCNC(=O)COc1ccc(F)cc1C(=O)c1cnn(-c2ccccc2)c1	-8	-4	-30%	3%	-12%	0%	-24%
CC1CCN(c2ccc(NC(=O)c3cccnc3Cl)cc2)CC1	-16	5	10µM*	7%	21%	1%	-17%
COCCn1c(SCC(=O)Nc2ncc(Cl)c(C)c2Cl)nc2ccccc21	-4	-1	nt	3%	-12%	-2%	-27%
